mIAP act = mouse IAP activation. muIAP, CDP-Star luminescence, 30 min; stronger effect = higher value; 1 = vehicle-only enzyme signal, 0 = enzyme-free wells. activation factor at 10 µM. 0.24% of 330,000 active;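 active = activation factor of at least 2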; also: the source names both 10 and 20 µM as test concentration; values of inactives mirror those of a sister screen read the other way
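Assay system: mouse IAP enzyme / Compound: DMSO-dissolved test compounds / Timing: 30 min, room temperature / Measured by: luminescence from enzymatic CDP-Star hydrolysis / Control set: DMSO-only wells, enzyme-free buffer wells as negative control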
mIAP inh = mouse IAP inhibition; inhibition, % at 10 µM; 0.2% of 330,000 active; purified mouse IAP, CDP-Star luminescence, 30 min;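 active = inhibition of at least 40% at 10 µM in the primary screen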;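 also: plate controls were DMSO with enzyme for no effect and no enzyme wells for full effect; values of inactives mirror those of a sister screen read the other way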
beta cell repl = MIN6 beta-cell proliferation induction | MIN6 cells proliferation, ATPlite luminescence, 48 h; cells starved in 0.2% serum; 100% = growth in 10% serum | proliferation, % at 10 µM | 0.29% of 330,000 active | AID 2380;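 active = compounds whose signal lies at least 3.5 SD above the mean of all wells on their plate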;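 also: 0% = DMSO-treated cells in low-serum medium and 100% = 10% serum control; some compounds called inactive have numbers as strong as hits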
APOBEC3A inh = human APOBEC3A DNA deaminase inhibition. P31941. recombinant A3A, FAM/TAMRA ssDNA deamination fluorescence. inhibition, % at 20 µM. 0.41% of 330,000 active. AID 493011;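 active = at least 40% inhibition at 20 µM here, with at most 30% in a related deaminase screen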;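 also: plate controls were A3A with DMSO for no effect and wells lacking A3A enzyme for full effect; some results filed as inactive read as strong as hits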
Target sequence (P31941 whole entry, looked up): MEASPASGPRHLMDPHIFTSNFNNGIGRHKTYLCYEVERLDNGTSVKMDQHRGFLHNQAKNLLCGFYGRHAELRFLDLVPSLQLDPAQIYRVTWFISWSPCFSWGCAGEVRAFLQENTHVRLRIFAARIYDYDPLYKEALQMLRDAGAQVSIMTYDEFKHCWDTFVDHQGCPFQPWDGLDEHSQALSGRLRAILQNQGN
MPTP inh = inhibitors of mitochondrial permeability transition pore; isolated mouse mitochondria, Ca2+ swelling absorbance, 30 min; inhibition, % at 10 µM; AID 602449; 1.4% of 360,000 active;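 active = inhibition of 50% or more, scaled per plate between neutral and stimulator controls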;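 also: 0% = DMSO wells given calcium and 100% = 1 mM EGTA wells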
hIAP inh = human IAP inhibition; purified IAP, CDP-Star luminescence, 30 min; P09923; AID 2544; 0.12% of 330,000 active; inhibition, % at 10 µM;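 active = inhibition reaching a set limit with compound at 10 µM in the primary screen, cut at about 35% in these data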;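 also: plate controls were DMSO wells with enzyme for no effect and no-enzyme buffer wells for full effect; values of inactives mirror those of a sister screen read the other way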
Target sequence (P09923 whole entry, looked up): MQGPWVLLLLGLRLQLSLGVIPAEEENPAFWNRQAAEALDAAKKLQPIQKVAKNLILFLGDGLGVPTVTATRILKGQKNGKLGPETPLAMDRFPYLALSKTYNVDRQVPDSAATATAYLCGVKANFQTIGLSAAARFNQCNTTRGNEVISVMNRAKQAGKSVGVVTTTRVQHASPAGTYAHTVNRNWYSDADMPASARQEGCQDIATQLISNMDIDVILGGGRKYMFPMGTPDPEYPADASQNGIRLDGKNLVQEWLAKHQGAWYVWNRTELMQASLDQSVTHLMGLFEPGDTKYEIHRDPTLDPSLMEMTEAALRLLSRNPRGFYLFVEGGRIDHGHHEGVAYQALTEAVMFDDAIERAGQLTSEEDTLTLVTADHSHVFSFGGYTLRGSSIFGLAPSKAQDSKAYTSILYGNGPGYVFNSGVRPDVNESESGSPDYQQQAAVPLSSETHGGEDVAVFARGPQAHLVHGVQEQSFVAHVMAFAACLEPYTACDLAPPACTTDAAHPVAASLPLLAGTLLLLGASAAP
GRIN3A LBD mod = modulators (binders) of human NR3A ligand-binding domain; NR3A LBD differential scanning fluorimetry, Tm shift; 0% = protein alone, 100% = glycine-bound protein; Tm shift relative to glycine control, % at 25 µM; 2.5% of 340,000 active;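 active = melting temperature shift of at least 10% of the positive control shift, at one fixed dose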
A3G deaminase = inhibitors of human APOBEC3G DNA deaminase; Q9HC16; recombinant A3G, ssDNA deamination FAM/TAMRA fluorescence; inhibition, % at 20 µM; 0.28% of 330,000 active; AID 493012;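 active = inhibition of at least 40% at 20 µM, with no more than 30% in the related APOBEC3A deaminase screen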;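 also: plate controls were DMSO wells with A3G for no effect and wells lacking A3G enzyme for full effect; some compounds called inactive have numbers as strong as hits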
Target sequence (Q9HC16 whole entry, looked up): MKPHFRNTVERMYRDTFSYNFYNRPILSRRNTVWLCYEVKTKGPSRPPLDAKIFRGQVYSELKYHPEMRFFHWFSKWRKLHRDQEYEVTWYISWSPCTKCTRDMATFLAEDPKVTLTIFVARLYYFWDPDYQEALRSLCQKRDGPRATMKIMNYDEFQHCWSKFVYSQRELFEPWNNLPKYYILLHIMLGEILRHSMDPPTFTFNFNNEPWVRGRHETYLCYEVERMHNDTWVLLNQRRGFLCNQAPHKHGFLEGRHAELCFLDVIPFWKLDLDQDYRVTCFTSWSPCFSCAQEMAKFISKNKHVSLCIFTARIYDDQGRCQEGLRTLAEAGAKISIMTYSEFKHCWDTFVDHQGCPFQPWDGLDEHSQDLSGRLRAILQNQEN
hIAP act = increases human intestinal alkaline phosphatase activity; P09923; purified human IAP, CDP-Star luminescence, 30 min; stronger effect = higher value; 1 = vehicle-only enzyme, 0 = enzyme-free background; activation factor at 10 µM; 0.16% of 330,000 active;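 active = activation factor of the enzyme at least 2-fold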; also: the source names both 10 and 20 µM as test concentration; values of inactives mirror those of a sister screen read the other way
An asterisk follows results filed as active; / = no result given.

SMILES	mIAP act	mIAP inh	beta cell repl	APOBEC3A inh	MPTP inh	hIAP inh	GRIN3A LBD mod	A3G deaminase	hIAP act
CSc1nc2c(c(=O)[nH]1)C(c1ccc(F)cc1)CC(=O)N2 (stereo unspecified)	0.95	5	-1	-3	-2.0	7	0	-2	0.93
CCOc1ccc(S(=O)(=O)N2CCN(C)CC2)cc1NC(=O)c1ccccc1F	1.1	-5	0	1	0.5	-2	-6	3	1
C[C@@H]1CN([C@@H](C)CO)C(=O)c2cc(NC(=O)Nc3ccccc3)ccc2O[C@H]1CN(C)C(=O)Nc1cccc2ccccc12	2.7*	-167	0	0	0.8	-12	-5	-8	1.1
COc1ccc(-c2cc(C(=O)Nc3cccc(O)c3)no2)cc1	0.99	1	-6	-1	-1.5	17	10	-6	0.83
O=C(Cn1ccc2ccccc2c1=O)N1CCN(Cc2ccc3c(c2)OCO3)CC1	0.63	37	-2	4	-3.1	17	0	2	0.83
Cc1ccc2c(CC(=O)Nc3nc(C)cs3)coc2c1	1.1	-10	-2	-5	1.0	-24	-31	-11	1.2
CC12CCC(C(=O)O)(c3nc(C#N)c(C#N)nc31)C2(C)C (stereo unspecified)	1.1	-9	0	3	-0.3	-12	-2	-1	1.1
COc1cccc(C(=O)Oc2cc(C)[nH]c(=O)c2[N+](=O)[O-])c1OC	1	-2	-3	2	-0.5	16	1	-2	0.84
Cc1nn2cc(-c3ccccc3)nc2s1	0.99	1	-3	0	-2.4	26	1	-3	0.74
Cc1nnc(NC(=O)c2ccc(S(=O)(=O)N3CCCCC3)cc2)s1	1	-2	0	-7	-0.3	-4	2	-7	1
CC12CCCCN1CCCc1c2[nH]c2ccccc12 (stereo unspecified)	0.98	2	5.5*	-2	-0.3	1	3	0	0.99
CCOC(=O)c1[nH]c2ccc(OC)cc2c1NC(=O)CCN1CCC(C)CC1	1	0	-2	49*	/	-17	3	14	1.2
Cc1ccc(S(=O)(=O)N2CCC(C(=O)OCC(=O)N3CCCC3=O)CC2)cc1C	1.1	-5	-2	0	0.5	0	2	-4	1
CCc1cc2c(COC(=O)c3cc(S(=O)(=O)N4CCOCC4)ccc3F)cc(=O)oc2cc1O	0.97	3	-8	-3	-0.6	-5	0	-8	1
COc1cccc(NC(=O)CSc2nccn2-c2cccc(OC)c2)c1	1.2	-16	-3	-4	0.1	7	4	-5	0.93

A different layout for part of the listing above.
compound: CCc1cc2c(COC(=O)c3cc(S(=O)(=O)N4CCOCC4)ccc3F)cc(=O)oc2cc1O
  mIAP act: 0.97	mIAP inh: 3	beta cell repl: -8	APOBEC3A inh: -3	MPTP inh: -0.6	hIAP inh: -5	GRIN3A LBD mod: 0	A3G deaminase: -8	hIAP act: 1

compound: O=C(Cn1ccc2ccccc2c1=O)N1CCN(Cc2ccc3c(c2)OCO3)CC1
  mIAP act: 0.63	mIAP inh: 37	beta cell repl: -2	APOBEC3A inh: 4	MPTP inh: -3.1	hIAP inh: 17	GRIN3A LBD mod: 0	A3G deaminase: 2	hIAP act: 0.83

Next records
SMILES	mIAP act	mIAP inh	beta cell repl	APOBEC3A inh	MPTP inh	hIAP inh	GRIN3A LBD mod	A3G deaminase	hIAP act
COCCCN1CC(=O)N2C(c3cccc(OC)c3OC)c3[nH]c4ccccc4c3C[C@H]2C1=O (stereo partly specified)	1	-4	-1	-3	0.8	11	-1	-7	0.89
COc1ccc(N=Nc2nc(-c3ccccc3)c(-c3ccccc3)[nH]2)cc1	0.78	22	0	2	41	5	-5	-10	0.95
C=C[C@@H]1c2cc(C)ccc2N(S(=O)(=O)c2ccc(C)cc2)[C@H](c2ccccc2C(F)(F)F)C1(C#N)C#N	1	-4	-5	-3	-1.3	-4	-1	-12	1
CC(C)C(=O)N1CCN(c2ccc(NC(=O)c3ccc4c(c3)OCCO4)cc2Cl)CC1	1	-4	-4	-4	-0.1	-4	-2	-6	1
CN(Cc1nc(-c2cccnc2)no1)S(=O)(=O)c1ccccc1	0.89	11	0	0	-0.5	-20	0	-6	1.2
Cc1cc(C(=O)NCC2COc3ccccc3O2)c2ccccc2n1 (stereo unspecified)	1.1	-8	-5	0	2.6	2	0	-11	0.98
O=C(OCc1ccccc1)/C(=C/c1ccccc1Cl)NC(=O)c1ccco1	0.87	13	-5	2	0.6	5	15*	-3	0.95
COc1ccc(-c2nc(CN3CCC(C(=O)NC4CCCC4)CC3)c(C)o2)cc1OC	1	-3	-3	-3	-0.3	-16	1	-4	1.2
CN(C)c1ccc(/C=[N+](\[O-])C(C)(C)/C=N/O)cc1	1	-2	-4	5	0.4	0	0	-2	1
CCCCC(CCCCl)C(=O)Nc1ccccc1 (stereo unspecified)	0.98	2	0	-1	7.5	4	-3	-6	0.96
O=C(NCc1ccco1)/C(=C/c1cccnc1)NC(=O)c1cccc(Br)c1	1	0	1	1	0.3	8	1	-4	0.92
O=c1ccc2ccc(OCCOc3cccc(Cl)c3)cc2o1	0.86	14	0	-4	-1.0	7	-15	-3	0.93
N#Cc1ccc(OCC(=O)NNC(=S)NC(=O)C2CC2)cc1	0.78	22	-5	-4	-0.9	-121	-4	37	2.2*
FC(F)(F)c1cccc(N2CCN(C(=S)NC3CCCC3)CC2)c1	1.1	-8	-4	0	-2.8	8	-1	-4	0.92
CCN(CC)C(=O)Cn1cc(S(=O)(=O)CC(=O)Nc2cc(C)on2)c2ccccc21	1	-3	1	-1	-0.4	2	-4	-11	0.98
O=C(NCCc1cn2ccsc2n1)c1cccs1	0.97	3	0	-6	0.0	8	2	-9	0.92
CCCS(=O)(=O)NCc1ccc2c(c1)cc(C)n2C	0.96	4	0	1	4.6	5	5	-1	0.95
N=c1c(S(=O)(=O)c2ccc(Br)cc2)cc2c(=O)n3ccccc3nc2n1C1CCCC1	1	0	-1	-4	1.3	-26	0	-5	1.3
COC(=O)c1ccccc1OCCN1CCCCCC1	0.94	6	1	-4	-0.1	4	-1	-7	0.96
Cc1ccc(S(=O)(=O)N/N=C/C(C)(C)CO)cc1	0.92	8	-4	3	1.2	-13	0	-1	1.1
CCCCN(C)C(=O)c1cn(CC)c2nc(C)ccc2c1=O	0.98	2	-3	-1	-2.5	-16	0	-7	1.2
CC1OC(Nc2cccc3ccccc23)C(O)C(O)C1O (stereo unspecified)	1	-5	-4	-2	0.5	-3	/	-1	1
COc1ccccc1C(=O)NCC(=O)N/N=C/c1cc(Br)ccc1OC(=O)/C=C\c1ccco1	0.85	15	1	4	5.0	-11	0	-4	1.1
CCOC(=O)C(=O)NC(C)CCc1ccccc1 (stereo unspecified)	0.95	5	0	2	0.4	-10	-3	-2	1.1
Cc1ccc(-c2nc3sc(C(N)=O)c(N)c3c3c2CCCC3)cc1	0.98	2	0	-3	-3.6	-4	-18	-10	1
Brc1ccc(C[n+]2ccccc2)cc1	0.97	3	-4	-6	-1.0	0	4	-8	0.99
CN(C)c1ccc(/C=N/NC(=O)c2ccc(CN3CCOCC3)cc2)cc1Br	1.1	-7	0	-2	-0.6	-9	-3	-1	1.1
COc1ccc(CCNC(=S)Nc2cc(C)cc(C)c2)cc1	0.81	19	-3	-5	-0.7	-22	-2	-7	1.2
Cc1cccc(-c2noc(CN(C(=O)CCc3ccccc3)C(C)C)n2)c1	1.1	-9	-3	-3	0.2	5	7	-7	0.95
COCc1cc(=O)oc2cc(NS(=O)(=O)c3ccc(C)cc3)ccc12	0.93	7	-1	0	1.9	23	0	0	0.77
O=C(N/N=C/c1cccc(F)c1)c1csc2c1CCCC2	0.96	4	-2	3	-1.2	-17	-5	-5	1.2
C=C(CC[C@@H](O)C(C)(C)O)[C@H]1CC[C@]2(C)[C@@H]1CCC1[C@@]3(C)CC[C@H](O)C(C)(C)C3CC[C@]12C (stereo partly specified)	1	0	-6	-2	0.2	15	-2	-4	0.85
CS(=O)(=O)N1CCC(c2noc(-c3ccc(C(F)(F)F)cc3)n2)CC1	0.97	3	3	2	2.1	-15	2	-4	1.1
Cc1cc(C)cc(Oc2coc3cc(OC(=O)c4cccs4)ccc3c2=O)c1	0.9	10	-5	-5	-5.8	19	2	0	0.81
O=C(N/C(=C/c1ccco1)C(=O)N1CCCCC1)c1cccs1	0.87	13	2	-1	-2.3	2	0	-6	0.98
COc1ccc(-n2nc3c(c2NC(=O)C2CC2)CS(=O)C3)cc1 (stereo unspecified)	1	-5	-2	-2	-0.3	4	-4	-4	0.96
O=C1[C@H]2CCC=C[C@H]2[C@H](c2cccc(Br)c2)N1Cc1ccccc1	1.1	-6	/	4	-0.5	/	-1	2	/
Cc1ccccc1C(=O)N1CCN(c2ccc(NC(=O)CSc3ccc(Cl)cc3)cc2)CC1	1.2	-21	-3	-3	1.1	4	-30	-4	0.96
Nc1ncnc2c1nc(Br)n2[C@@H]1O[C@@H]2COP(=O)(O)O[C@H]2[C@H]1O	0.93	7	0	3	-1.2	-2	0	0	1
Cc1cc(Cl)ccc1OCCCC(=O)NCCc1nnc2ccccn12	1	-3	3	3	3.5	8	-2	11	0.92
CCOC(=O)C1=C(C)NC2=C(C(=O)CCC2)C1c1cn(Cc2ccc(Cl)cc2Cl)nc1-c1ccccc1 (stereo unspecified)	1.1	-8	-3	0	-4.4	9	-10	-1	0.91
CO/N=C(\CS(=O)(=O)Cc1ccc(OC)cc1)c1ccc(Cl)cc1	0.98	2	-1	-2	0.7	-6	-1	-1	1.1
CCN(CC)CCNC(=O)C(=O)Nc1cc2c3c(c1)CCC(=O)N3CCC2	0.96	4	3	-1	1.7	-20	5	1	1.2
Cc1cn([C@@H](CCCCNC(=O)OC(C)(C)C)C(=O)NCCCCCCCCCCC(=O)N2CCN(C(=O)OC(C)(C)C)CC2)nn1	1.4	-39	-8	-3	9.6	-5	-3	-7	1.1
COc1ccc(Cc2n[nH]c(=S)n2C)cc1Br	0.94	6	7	-1	-0.8	5	0	42*	0.95
Cc1noc(C)c1NC(=O)N(C)C[C@H]1Oc2ccc(NS(=O)(=O)c3cccs3)cc2C(=O)N([C@H](C)CO)C[C@@H]1C	1.1	-14	-3	-1	-0.4	2	-1	-7	0.98
CCCCn1c(N)c(N(CCOC)C(=O)c2cccc(-n3cnnn3)c2)c(=O)[nH]c1=O	0.94	6	1	0	-0.8	8	0	-10	0.92
Cc1cc(=O)nc2c3ccccc3n(CC(=O)NCCCN3CCCCC3C)n12 (stereo unspecified)	1	-3	0	-2	-0.5	-2	0	-6	1
CC(C)(NO)/C(=N\O)c1ccccc1	1.1	-10	0	4	1.1	-3	0	-1	1
COc1ccc(C(=O)NCC(=O)N/N=C(C)\C=C\c2ccccc2)cc1OC	0.99	1	-4	-2	0.0	-10	-5	-5	1.1
COc1ccc(C(=O)O)cc1S(=O)(=O)N(CCc1ccccc1)Cc1ccccc1	1.1	-10	-3	-6	0.2	4	-1	-5	0.95
O=C1NC(=O)C(c2cn(-c3ccccc3)nc2-c2ccc(F)cc2)N1 (stereo unspecified)	1	-5	2	4	1.6	22	-11	-2	0.78
CCOC(=O)[C@H]1[C@H]2COc3ccc(OC)cc3[C@@H]2N2C(=O)CN(CCc3c[nH]c4ccccc34)C(=O)[C@@]12C	0.94	6	-2	-3	-2.9	-6	-3	-7	1.1
CCCc1nc(SCC(=O)c2ccccc2)c2c(=O)n(C)c(=O)n(C)c2n1	0.89	11	-5	-1	2.0	0	-1	-7	1
O=C(COc1ccc2c(-c3ccccc3)cc(=O)oc2c1)NCCCN1CCOCC1	0.92	8	-4	2	-0.3	-21	1	4	1.2
CCOC(=O)c1c(NCC(C)C)c2ccccc2[nH]c1=O	1	-1	-1	-2	-4.4	-21	-2	-6	1.2
CCC(=O)Nc1cccc(NC(=O)CSc2nc3c(c(=O)n(C)c(=O)n3C)n2C)c1	1	-3	3	-2	-1.5	-11	-2	1	1.1

Bioassay records: PubChem, Sanford-Burnham Center for Chemical Genomics
